JMJD2C inh – human JMJD2C demethylase inhibition. GST-JMJD2C(1-420) H3K9me3 demethylation, DELFIA europium. 330,000 tested, 0.069% active. inhibition, % at 2.35 µM. Q9H3R0;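 active = more than half of a compound's replicate wells show inhibition beyond 50%, single wells judged on their own value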;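 also: signal counts dimethyl H3K9 product captured on neutravidin plate; 0% = median of DMSO wells and 100% = 0.3 times that DMSO median; strong numbers were not always called active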
Efflux pump inh – blocks antifungal efflux pumps in multiplex yeast assay. S. cerevisiae Candida pump triplex, Nile Red efflux. inhibition, % at 10 µM. 330,000 tested, 0.44% active;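 active = plate passing quality check with inhibition over a set limit, or well fluorescence over plate mean plus 4 SD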;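 also: Nile Red retained in pooled yeast measured as flow cytometry median fluorescence; 0% = buffer negative control and 100% = Enniatin B positive control; higher means more Nile Red kept so more efflux inhibition; some compounds called inactive have numbers as strong as hits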
TPT1 inh – blocks Candida albicans tRNA 2'-phosphotransferase | recombinant caTPT1, FP RNA substrate dephosphorylation | inhibition, % at 5 µM | 300,000 tested, 0.81% active | AID 1962;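 active = inhibition above the mean of all tested compounds plus 3 SD, set per screening campaign, cut at about 24% in these data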;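 also: plate controls were DMSO alone for no effect and ferristatin control at 100 nM for full effect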
proCasp7 act – counter-screen for procaspase-3 activators: activators of human procaspase-7; P55210; recombinant procaspase-7, Ac-DEVD-pNA absorbance 405 nm; D23A/D198A/D206A triple mutant, cannot self-cleave; scale: DMSO 0, 5 µM enzyme 100; AID 463210; 330,000 tested, 0.093% active; activation, % at 8.5 µM;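 active = percent activation above the screen-wide mean plus 3 SD, cut at about 25% in these data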
Target sequence (P55210 whole entry D23A/D198A/D206A): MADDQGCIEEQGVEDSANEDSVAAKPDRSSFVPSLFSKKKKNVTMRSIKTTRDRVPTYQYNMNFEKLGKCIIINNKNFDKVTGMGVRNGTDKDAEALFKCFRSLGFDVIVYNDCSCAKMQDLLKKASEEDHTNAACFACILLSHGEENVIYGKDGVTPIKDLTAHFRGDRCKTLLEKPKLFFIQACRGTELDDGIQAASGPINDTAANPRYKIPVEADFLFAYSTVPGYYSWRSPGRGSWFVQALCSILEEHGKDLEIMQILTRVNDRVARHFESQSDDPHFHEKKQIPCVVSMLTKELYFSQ
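Material: Procaspase-7 triple mutant (PC-7 D3A) | Quantity: 2 µM procaspase-7 mutant as dispensed | Reagent: DEVD-pNA substrate | Times: 1 h preincubation, 2 h reaction | Technique: 405 nm absorbance of p-nitroaniline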
PP1 counter – PP1-alpha (human) inhibition in PP5 counter-screen. purified PP1alpha, OMFP fluorescence. inhibition, % at 6.7 µM. 320,000 tested, 0.9% active;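 active = inhibition above the mean inhibition of all tested compounds plus 3 SD, computed separately for each screening campaign, cut at about 15% in these data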
Target sequence (P62136 whole entry, looked up): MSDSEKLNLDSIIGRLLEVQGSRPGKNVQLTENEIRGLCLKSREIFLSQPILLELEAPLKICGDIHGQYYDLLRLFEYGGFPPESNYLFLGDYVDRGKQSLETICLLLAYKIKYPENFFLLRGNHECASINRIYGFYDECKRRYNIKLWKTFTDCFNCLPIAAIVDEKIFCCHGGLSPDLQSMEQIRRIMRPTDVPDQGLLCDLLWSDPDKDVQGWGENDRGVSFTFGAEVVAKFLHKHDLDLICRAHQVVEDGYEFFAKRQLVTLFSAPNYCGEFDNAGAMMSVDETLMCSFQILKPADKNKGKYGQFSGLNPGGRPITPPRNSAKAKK
Fh CTSL1 inh – counter-screen for PFM18AAP inhibitors: inhibitors of F. hepatica cathepsin L1 | recombinant F. hepatica cathepsin L1, Z-Leu-Arg-MCA fluorescence | inhibition, % at 5.96 µM | 300,000 tested, 0.49% active | AID 1906;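 active = inhibition above the mean of all tested compounds plus 3 SD, set per screening campaign, cut at about 17% in these data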;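 also: 0% = plate median of test compound wells and 100% = 1 µM Z-Phe-Ala-diazomethylketone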
proCasp3 act – procaspase-3 (human) activation; recombinant procaspase-3 D3A, Ac-DEVD-pNA absorbance 405 nm; activation, % at 8.5 µM; 330,000 tested, 0.11% active; AID 463141;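 active = activation above the mean of all tested compounds plus 3 SD, cut at about 21% in these data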;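 also: 0% = DMSO alone and 100% = DMSO wells spiked with extra 5 µM PC-3 D3A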
Target sequence (P42574 whole entry D9A/D28A/D175A): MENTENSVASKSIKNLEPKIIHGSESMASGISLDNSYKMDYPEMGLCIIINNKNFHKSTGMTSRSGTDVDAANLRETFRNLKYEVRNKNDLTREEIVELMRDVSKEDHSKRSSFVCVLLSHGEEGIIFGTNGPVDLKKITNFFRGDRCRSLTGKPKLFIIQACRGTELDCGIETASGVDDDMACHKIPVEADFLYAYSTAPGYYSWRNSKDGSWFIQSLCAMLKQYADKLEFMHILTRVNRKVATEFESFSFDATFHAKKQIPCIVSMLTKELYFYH
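Technique: 405 nm absorbance of p-nitroaniline, reads at 0 and 120 min; Test system: Procaspase-3 D3A mutant; Incubation: 1 h enzyme-compound preincubation, then 2 h substrate reaction, 25 °C; Repeats: singlicate, each compound tested once; Benchmarks: low control DMSO wells, high control DMSO plus 5 µM PC-3 D3A.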
core dimer inh – blocks dimerization of HCV core protein | inhibition, % at 5 µM | TR-FRET GST/Flag-core106 dimerization, 1536-well | AID 1899 | 300,000 tested, 0.33% active;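 active = inhibition above the mean of all tested compounds plus 3 SD, set per screening campaign, cut at about 45% in these data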
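Test system: GST/Flag-tagged HCV core106 proteins; Medium: KF-containing HEPES buffer, pH 7.45, DTT, CHAPS, BSA; Times: compound-protein-antibody incubation 4 h at 22.5 °C; Detection: TR-FRET 671 and 617 nm emission; Benchmarks: wells lacking GST-core106 and wells with excess unlabelled core106.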
PP5 primary – PP5 (human) phosphatase inhibition; inhibition, % at 6.7 µM; purified PP5c, OMFP substrate fluorescence; 320,000 tested, 0.18% active;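 active = inhibition above the campaign's mean inhibition across all tested compounds plus 3 SD, cut at about 9.5% in these data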;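 also: 0% = DMSO only and 100% = 100 µM cantharidin control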
* hit, by the source's call; · = not tested or not shown.

1) COc1cc(Cl)c(C)cc1NC(=O)CC1SC(N2CCOCC2)=NC1=O (stereo not given)
2) COC(=O)c1cc2sccc2n1CC(=O)N1CCCc2ccccc21
3) CCCCN(CC)C(=O)CSc1cc(=O)n(C)c2ccccc12
4) CCCCCCCCn1c2c(c(=N)c3c1CCC3)CCCC2
5) Clc1nnc(N2CCCCC2)c2ccccc12
6) CCN1CCN(C(=O)c2ccc(-c3nc4ccccc4s3)s2)CC1
7) O=C(Nc1ccc2oc(-c3ccncc3)nc2c1)c1ccc2c(c1)OCO2
8) CSc1cccc(NC(=O)CCNC(=O)c2ccco2)c1
Assay by compound,1,2,3,4,5,6,7,8
TPT1 inh,·,5,-2,-2,2,-1,1,0
JMJD2C inh,-19,-2,4,2,-2,-1,-8,-1
Efflux pump inh,0.0,-0.1,-0.1,0.5,0.0,0.1,-0.1,0.0
PP1 counter,-2,5,1,0,-1,-7,30*,-2
PP5 primary,0.7,2.9,0.7,2.6,-0.8,0.1,1.0,-4.3
proCasp3 act,3,-2,4,-3,-1,7,-1,9
core dimer inh,·,3,8,0,-3,0,3,-3
proCasp7 act,0,8,-3,2,-6,9,1,15
Fh CTSL1 inh,·,2,-1,2,2,3,4,0

4 structures from above, ordered by molar mass, highest first.
1) COc1cc(Cl)c(C)cc1NC(=O)CC1SC(N2CCOCC2)=NC1=O (stereo not given)
7) O=C(Nc1ccc2oc(-c3ccncc3)nc2c1)c1ccc2c(c1)OCO2
8) CSc1cccc(NC(=O)CCNC(=O)c2ccco2)c1
4) CCCCCCCCn1c2c(c(=N)c3c1CCC3)CCCC2
Assay by compound,1,7,8,4
TPT1 inh,·,1,0,-2
JMJD2C inh,-19,-8,-1,2
Efflux pump inh,0.0,-0.1,0.0,0.5
PP1 counter,-2,30*,-2,0
PP5 primary,0.7,1.0,-4.3,2.6
proCasp3 act,3,-1,9,-3
core dimer inh,·,3,-3,0
proCasp7 act,0,1,15,2
Fh CTSL1 inh,·,4,0,2

(more compounds)
9) COc1ccc(CNC(=O)COC(=O)[C@H](Cc2ccccc2)NC(=O)c2cccs2)cc1
10) Cc1cccc(OCCNC(=O)c2ccc(Oc3ccc(C(F)(F)F)cc3[N+](=O)[O-])cc2)c1
11) Cc1c(NC(=O)C(C)OC(=O)c2ccc([N+](=O)[O-])s2)c(=O)n(-c2ccccc2)n1C (stereo not given)
12) COc1ccc(OC(C)C(=O)N(C)Cc2nc(-c3ccc(OC)cc3)no2)cc1 (stereo not given)
13) CC(=O)Nc1ccc(C(=O)OCc2ccc(Br)cc2)cc1
14) CCOC(=O)C1CCN(c2cc(C)nc3ccc(OC)cc23)CC1
15) COc1ccc(NC(=O)CN(C)C(=O)Cn2c(=O)oc3ccccc32)cc1
16) Cc1ccc(C)c(S(=O)(=O)N2CCCC2CNC(=O)C(=O)NCC2CCCO2)c1 (stereo not given)
Assay by compound,9,10,11,12,13,14,15,16
TPT1 inh,·,-1,2,3,-8,-1,2,-2
JMJD2C inh,-6,-1,8,-3,-5,58,-16,-2
Efflux pump inh,0.2,-0.1,0.1,-0.3,1.3,0.0,0.0,0.0
PP1 counter,·,-1,-3,1,0,-3,-5,-4
PP5 primary,·,3.7,0.0,-0.1,0.4,-1.4,-1.6,-3.6
proCasp3 act,-3,7,1,-1,0,5,6,-1
core dimer inh,·,5,0,-2,-3,1,-3,3
proCasp7 act,6,8,11,-2,-13,8,-1,10
Fh CTSL1 inh,·,0,28*,-2,1,3,1,0

17) COc1ccc(S(=O)(=O)O/N=C2\CCCc3ccccc32)cc1
18) COc1cc(CCC(=O)Nc2ccc(C)c(S(=O)(=O)N3CCCCCC3)c2)cc(OC)c1OC
19) O=C(Cc1cccc2ccccc12)Nc1ccccc1C(=O)O
20) Cc1cc(-c2ccco2)n(CC(=O)NCCCc2ccccc2)n1
21) O=C(NNC(=O)c1ccc([N+](=O)[O-])cc1)c1ccc(NS(=O)(=O)c2cccs2)cc1
22) Cc1oc(-c2ccccc2F)nc1CS(=O)CC(=O)NC1CC1 (stereo not given)
23) O=C(NCCO)c1nc2ccccc2s1
24) Cc1ccc(NNS(=O)(=O)c2ccc(C)cc2)cc1
Assay by compound,17,18,19,20,21,22,23,24
TPT1 inh,-3,·,-4,-2,·,-4,0,-3
JMJD2C inh,-1,1,-3,-8,0,0,12,4
Efflux pump inh,-0.2,-0.2,-0.1,-0.2,-0.2,-0.2,0.2,-0.1
PP1 counter,-2,-1,1,0,·,0,-2,0
PP5 primary,1.1,2.5,-1.4,0.9,·,0.1,1.4,-0.1
proCasp3 act,-10,3,-5,4,-3,3,8,-10
core dimer inh,4,·,-2,13,·,4,-3,0
proCasp7 act,2,6,1,3,4,-3,0,-10
Fh CTSL1 inh,3,·,-1,1,·,0,1,-2

25) Cc1ccc(/C=C(\C#N)c2nc3ccccc3[nH]2)s1
26) CC(=O)Nc1ccc(N/C(N)=N/c2nc(C)cc(C)n2)cc1
27) CCCCNC(=O)COC(=O)c1ccc(N(C)C)cc1
28) O=C(N/N=C\c1ccc(COc2ccc([N+](=O)[O-])cc2)o1)c1cccc(Cl)c1
29) COc1ccccc1NC(=O)/C=C\c1ccco1
30) CCn1c2ccccc2c2nn(C)c(=N)nc21
31) CN1CCN(c2ccccc2NC(=S)NC(=O)c2cc3ccccc3o2)CC1
32) O=C(NOC(=O)c1cc(Br)ccc1Cl)c1cccs1
Assay by compound,25,26,27,28,29,30,31,32
TPT1 inh,12,-2,-2,-2,7,-2,2,-5
JMJD2C inh,-3,27,4,0,2,2,-4,0
Efflux pump inh,-0.1,-0.1,-0.1,-0.1,0.3,0.0,0.2,-0.1
PP1 counter,5,1,4,12,0,-3,-6,0
PP5 primary,2.1,1.7,-0.4,2.3,0.2,2.5,-4.9,-1.1
proCasp3 act,-4,-2,13,-6,1,2,7,3
core dimer inh,-31,-6,-2,25,7,-5,-17,-11
proCasp7 act,0,6,-2,-10,-11,-5,4,-2
Fh CTSL1 inh,2,-7,1,7,10,2,-1,2

33) Cc1n[nH]c(C)c1S(=O)(=O)N1CCCC(C(=O)N2CCc3ccccc32)C1 (stereo not given)
34) CC(C)c1nc2cc(C(=O)NC(c3cccnc3)C(F)(F)F)ccc2o1 (stereo not given)
35) Cc1ncoc1C(=O)Nc1ccc(Oc2ccccc2)cc1
36) COC(=O)C1=C(C)NC(=O)CC1c1ccccc1F (stereo not given)
37) Cc1nc(N)nc(C)c1Cc1ccccc1
38) CC1CCC(NC(=O)CCS(=O)(=O)c2ccc3c(c2)CCN3C(=O)C2CC2)CC1 (stereo not given)
39) O=C(Cn1cc(/C=N/O)c2ccccc21)N1CCOCC1
40) COc1cc(/C=N/NC2=NCCCCC2)ccc1O
Assay by compound,33,34,35,36,37,38,39,40
TPT1 inh,-1,-1,1,-2,0,-3,-3,1
JMJD2C inh,12,2,10,-17,13,5,23,1
Efflux pump inh,0.0,0.2,0.0,-0.1,0.0,-0.1,0.0,0.0
PP1 counter,0,-2,-1,-2,-3,0,0,-1
PP5 primary,1.2,1.5,0.9,0.8,-2.7,-1.0,4.2,0.7
proCasp3 act,4,9,-8,0,11,-5,6,6
core dimer inh,-4,-5,6,-5,-4,-28,-8,0
proCasp7 act,-4,-4,-6,-3,2,6,-2,10
Fh CTSL1 inh,-3,-1,1,-2,-4,0,2,-1

41) COc1cc2c(cc1OC)CN(CC(=O)Nc1ccc(Cl)cc1Cl)CC2
42) CCOc1cccc2sc(Cl)nc12
43) CCn1c(SCC(=O)N/N=C/C=C/c2ccco2)nc2ccccc21
44) CCOC(=O)C1=C(C)N=C2c3ccccc3C(=O)C2C1c1ccc(Cl)cc1 (stereo not given)
45) Cc1ccc(NC(=O)CSCC(=O)N2CCN(Cc3ccc4c(c3)OCO4)CC2)cc1
46) O=C(NC(=S)Nc1ccc(Oc2ccc(Cl)cc2)cc1)c1ccccc1
47) CN(C)/C=N/c1cc(=O)[nH]c(=O)n1C
48) Cc1ccc(C(=O)NCCN2CCOCC2)cc1
Assay by compound,41,42,43,44,45,46,47,48
TPT1 inh,5,-1,1,0,-1,4,1,-1
JMJD2C inh,-27,1,-4,-2,-11,2,8,5
Efflux pump inh,0.5,-0.1,-0.1,0.1,0.0,0.3,0.0,-0.1
PP1 counter,-4,-3,4,5,-2,5,0,-5
PP5 primary,-1.1,0.0,0.4,1.4,1.5,5.7,3.7,1.1
proCasp3 act,3,2,-7,-3,-6,-3,5,-5
core dimer inh,-8,-5,14,-8,2,2,-2,-7
proCasp7 act,-2,4,-7,2,-3,1,-4,-3
Fh CTSL1 inh,1,-2,2,4,-2,-2,2,-4

49) COc1cccc(-c2nc3n(n2)C(c2ccc4c(c2)OCO4)C(C(N)=O)=C(C)N3)c1 (stereo not given)
50) O=S(=O)(NCCC1=CCCCC1)c1cccc(Br)c1
51) CN(C)/C=C1\C=C2C(=O)c3ccccc3N2C1=O
52) O=C(Nc1ccc(N2CCOCC2)cc1N1CCOCC1)c1ccc(F)cc1
53) O=C(NCc1ccc(Cl)cc1)c1cc(S(=O)(=O)N2CCCCC2)c[nH]1
Assay by compound,49,50,51,52,53
TPT1 inh,0,-2,-14,·,1
JMJD2C inh,3,-2,-3,2,-14
Efflux pump inh,0.1,0.0,0.4,0.2,0.3
PP1 counter,-1,-3,-84,·,-6
PP5 primary,2.8,3.1,-89,·,3.1
proCasp3 act,-3,4,-14,5,2
core dimer inh,-1,3,-10,·,7
proCasp7 act,7,2,-16,4,-10
Fh CTSL1 inh,-3,-2,4,·,-3

Screening results deposited in PubChem BioAssay by several laboratories.
